TWEAK-Fn14 inh – inhibitors of TWEAK-Fn14 signaling, primary screen, luciferase reporter cells, uHTS; TWEAK-stimulated Fn14 reporter cells, luciferase luminescence, 8 h; inhibition, % at 10 µM; hit rate 2% among 360,000; AID 1159606, 2016; in the data active = inhibition above about 50%
NOD2 RIPK2 PPI – NOD2-RIPK2 binding disruptors in cells, primary screen, fluorescence, CHO cells, BLA complementation | CCF4 ratio | inhibition, % at 4.98 µM | hit rate 0.38% among 360,000; in the data active = inhibition above about 21%;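 note: 0% = vehicle only and 100% = reference blocker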
Target sequence (O43353 whole entry, looked up): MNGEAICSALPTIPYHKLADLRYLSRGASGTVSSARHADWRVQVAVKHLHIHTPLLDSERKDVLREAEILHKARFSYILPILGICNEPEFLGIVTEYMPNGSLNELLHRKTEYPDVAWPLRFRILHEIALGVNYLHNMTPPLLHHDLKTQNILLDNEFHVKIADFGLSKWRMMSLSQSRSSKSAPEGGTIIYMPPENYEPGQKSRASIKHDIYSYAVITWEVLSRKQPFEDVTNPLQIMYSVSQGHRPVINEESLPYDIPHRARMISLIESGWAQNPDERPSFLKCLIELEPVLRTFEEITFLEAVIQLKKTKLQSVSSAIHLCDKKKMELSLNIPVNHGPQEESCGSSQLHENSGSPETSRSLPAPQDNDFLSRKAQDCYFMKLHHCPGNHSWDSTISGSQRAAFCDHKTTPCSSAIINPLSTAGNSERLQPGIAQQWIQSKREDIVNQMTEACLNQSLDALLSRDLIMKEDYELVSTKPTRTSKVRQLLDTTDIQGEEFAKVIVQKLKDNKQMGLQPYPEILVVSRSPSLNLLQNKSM
TROY NFkB inh – inhibitors of TROY-driven NF-kB signaling, primary screen, Q293 LMP1-TROYcd cells, NF-kB luciferase, uHTS; Q293 LMP1-TROYcd NF-kB luciferase reporter, 4 h; inhibition, % at 10 µM; hit rate 0.98% among 360,000;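 active = compounds whose plate-normalised and pattern-corrected inhibition of the luciferase reporter signal at the single screening dose is 50% or more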
TRAIL sens C8 – viability loss with TRAIL in NB7+C8 cells, primary screen, TRAIL sensitizer project, cell-based, ATPlite luminescence | inhibition (viability loss, TRAIL sensitization), % at 10 µM | hit rate 1% among 360,000 | AID 624354, 2012;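 active = compounds causing at least 50% loss of cell viability in the single-dose screen, relative to plate controls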
NCOA3 inh – SRC3 coactivator transcriptional activity inhibitors, primary screen, cell-based, luminescence | inhibition, % at 3.6 µM | hit rate 0.17% among 360,000 | HEK293 GAL4-SRC3 luciferase reporter | Nuclear receptor coactivator 3 (Homo sapiens), Q9Y6Q9;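 active = inhibition above a per-campaign cutoff, the mean of all compounds plus 3 SD, cut at about 60% in these data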;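 note: 0% = DMSO-treated cells and 100% = gossypol-treated cells at 36 µM; higher means less SRC3-driven luciferase light from the GAL4 reporter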
NCOA1 inh – SRC1 coactivator transcriptional activity inhibitors, primary screen, cell-based, luminescence | hit rate 0.12% among 360,000 | HEK293 GAL4-SRC1 luciferase reporter | Nuclear receptor coactivator 1 (Homo sapiens), Q15788 | inhibition, % at 3.6 µM;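 active = inhibition above the campaign mean plus 3 SD, with each screening campaign given its own cutoff, cut at about 60% in these data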;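 note: 0% = DMSO treated cells and 100% = gossypol at 36 µM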
TLR9-MyD88 inh – inhibitors of TLR9-MyD88 association in cells, primary screen, cell-based, CHO, BLA complementation, fluorescence; hit rate 0.21% among 340,000; Toll-like receptor 9 (Homo sapiens) + Myeloid differentiation primary response protein …; CCF4 FRET ratio; inhibition, % at 4.98 µM; AID 504734, 2011;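 active = inhibition above the mean over all tested compounds plus 3 SD, cut at about 21% in these data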;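 note: 0% = DMSO only wells and 100% = clavulanate BLA inhibitor control wells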
NR2F2 inh – NR2F2 transcriptional activity inhibitors, primary screen, cell-based, luciferase reporter, HEK293T, luminescence; COUP transcription factor 2 (Homo sapiens), P24468; HEK293T NGFI-A luciferase reporter; inhibition, % at 8.6 µM; hit rate 0.7% among 370,000; AID 686940, 2013;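 active = inhibition above a per-plate cutoff, mean inhibition of test wells between control levels plus 3 SD, cut at about 38% in these data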;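 note: cells cotransfected with COUP-TFII expression vector driving the NGFI-A reporter; 0% = median of COUP-TF2 test wells and 100% = reporter-only cells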
Target sequence (P24468 whole entry, looked up): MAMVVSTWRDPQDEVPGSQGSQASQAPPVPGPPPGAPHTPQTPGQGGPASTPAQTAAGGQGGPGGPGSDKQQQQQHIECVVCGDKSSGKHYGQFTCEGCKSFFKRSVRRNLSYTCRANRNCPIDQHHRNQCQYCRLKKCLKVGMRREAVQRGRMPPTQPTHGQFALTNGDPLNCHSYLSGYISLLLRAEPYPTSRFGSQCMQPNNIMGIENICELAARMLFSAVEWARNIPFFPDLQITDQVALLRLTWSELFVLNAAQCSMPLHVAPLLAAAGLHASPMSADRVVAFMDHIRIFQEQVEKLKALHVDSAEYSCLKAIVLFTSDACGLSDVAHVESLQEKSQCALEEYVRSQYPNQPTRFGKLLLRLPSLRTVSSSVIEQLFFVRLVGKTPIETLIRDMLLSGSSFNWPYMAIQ
NR5A2 inv ag – LRH-1 (NR5A2) inverse agonists, primary screen, cell-based, luminescence, HEK293T, StAR-luciferase reporter | LRH-1 transfected, 24 h | Nuclear receptor subfamily 5 group A member 2 (Homo sapiens), O00482 | inhibition, % at 3.6 µM | hit rate 0.13% among 360,000;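 active = inhibition above the mean inhibition of all tested compounds plus 3 SD, cut at about 73% in these data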;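 note: 0% = DMSO wells and 100% = reporter-only cells lacking LRH-1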
LMP1 NFkB inh – EBV LMP1-driven NF-kappaB luciferase reporter inhibitors, primary screen, cell-based, luminescence, single point; hit rate 0.69% among 350,000; inhibition, % at 12.5 µM; LMP1-induced NF-kappaB luciferase reporter cells; in the data active = inhibition above about 41%;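 note: 0% = neutral control wells and 100% = reference inhibitor control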
NCOA2 inhibitor – inhibition of GAL4-SRC2 driven luciferase reporter, primary screen, SRC2 inhibitor project, cell-based, luminescence. HEK293 GAL4-SRC2 luciferase reporter. AID 651957, 2012. inhibition, % at 9 µM. Nuclear receptor coactivator 2 (Homo sapiens), Q15596. hit rate 0.17% among 370,000;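 active = inhibition above the mean inhibition of all tested compounds plus 3 SD, set per campaign, cut at about 52% in these data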;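 note: 0% = DMSO treated cells and 100% = cells given Gossypol at 36 µM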
* = called active by the depositor; nt = not tested or not shown. The list is partial, so the mix of outcomes need not match the whole.

Each structure is followed by: TWEAK-Fn14 inh	NOD2 RIPK2 PPI	TROY NFkB inh	TRAIL sens C8	NCOA3 inh	NCOA1 inh	TLR9-MyD88 inh	NR2F2 inh	NR5A2 inv ag	LMP1 NFkB inh	NCOA2 inhibitor
O=C(CCN1C(=O)S/C(=C\c2ccc(Cl)cc2)C1=O)Nc1ccc(C(=O)O)cc1
  -19	7	-24	3	10	-23	6	-3	-6	-5	-8
N#CCC(CNc1ncc(C(F)(F)F)cc1Cl)OC(=O)c1cccc([N+](=O)[O-])c1 (stereo unspecified)
  -19	-19	-23	-13	-2	6	0	-13	13	5	20
Cc1cc([N+](=O)[O-])nn1CC(=O)N/N=C/c1ccccc1F
  4	4	15	-12	18	-16	-6	-20	-18	-1	-11
O=C(CC(NC(=O)c1ccccc1)c1ccccc1)NCc1ccccc1 (stereo unspecified)
  2	-10	-5	-28	6	1	-4	-6	2	9	-3
CC(O)(c1cccc(F)c1)c1nc(-c2cncnc2)cs1 (stereo unspecified)
  1	-7	13	-42	5	6	nt	nt	1	nt	nt
Fc1ccc(-c2cc3nc(-c4ccccc4)cc(N4CCN(CCN5CCOCC5)CC4)n3n2)cc1
  0	-7	-18	8	-11	0	5	-20	30	26	-3
c1cncc(-c2csc(-c3cccnc3)n2)c1
  -2	-3	-10	2	-11	-2	11	1	2	-7	-21
Cc1nnc(SCC(=O)NC(C)(C)C)n1C1CCCCC1
  0	4	-3	-7	17	2	-2	6	-2	-9	-12
O=C(NCc1ccccn1)c1ccc(NS(=O)(=O)c2cccc([N+](=O)[O-])c2)cc1
  -5	-1	-10	-8	17	-35	-2	-3	-4	5	-14
Cc1cccc(C(=O)N2CCN(c3ccc([N+](=O)[O-])c(N4CCOCC4)c3)CC2)c1
  -4	1	2	-5	13	-3	-10	5	41	2	-19
CCCOc1ncnc2c1sc1nc3c(cc12)COC(C)(C)C3
  -63	2	-16	1	-8	-39	7	-12	-23	-1	-26
CCOC(=O)CCSc1nc(C)cc(C(F)(F)F)c1C#N
  14	-10	-1	-12	3	5	-4	0	4	5	-2
Cc1ccc(S(=O)(=O)NCCC(=O)Nc2ccc(S(=O)(=O)NC(C)C)cc2)cc1
  9	-3	4	-21	5	-2	-5	8	17	3	-11
CC(=O)c1cccc(NC(=O)c2cc(-c3ccco3)on2)c1
  -6	4	-59	1	-14	-1	-1	-27	-15	-7	-13
CC(Oc1cc2oc(=O)cc(-c3ccccc3)c2cc1Cl)C(=O)NCC1CCC(C(=O)O)CC1 (stereo unspecified)
  6	-9	4	3	21	7	5	3	9	8	7
Cc1ccc(-c2cc(C(=O)N/N=C/c3cccnc3)c3ccccc3n2)cc1C
  -31	2	-20	61*	-65	-66	nt	-11	-58	nt	-23
COc1ccc(OCCNC(=O)CSc2ccc(C(F)(F)F)cc2[N+](=O)[O-])cc1
  -5	-2	21	-3	19	-2	-9	-2	14	-2	-31
O=C(NC(=O)c1ccccc1)C1=C(N2CCCC2)COC1=O
  25	-4	-8	8	-82	-105	-9	-37	-91	-6	-32
CCN(CC)C(=O)Cn1cnc2c1c(=O)n(C)c(=O)n2C
  7	4	10	-1	5	-1	2	20	-5	-2	0
COCCNC(=O)C(OC(=O)c1cccs1)c1ccccc1 (stereo unspecified)
  2	-2	4	-2	-24	-15	-3	5	-12	9	-3
NNC(=O)[C@H](Cc1ccccc1)NC(=O)NCCc1ccccc1
  -10	-6	7	-28	-4	5	-4	17	3	-16	-22
O=C(COC(=O)CCC(=O)c1ccc(F)cc1)Nc1cccc(S(=O)(=O)N2CCOCC2)c1
  -16	4	6	-7	7	-5	-4	6	11	-24	-1
Cn1c(=O)c2c(ncn2CC(=O)OCC(=O)NNC(=O)c2ccc(Cl)cc2)n(C)c1=O
  7	-9	-5	-6	-6	-18	0	5	2	-3	6
C=C(Cl)COc1ccc2c(CCC)cc(=O)oc2c1
  -25	-4	-60	-6	16	-8	0	-19	-15	2	-16
CCCNC(=O)c1ccc2snnc2c1
  -13	1	0	-5	-3	-4	0	9	-6	-5	20
Cn1c(=O)c2ccccc2n(CC(=O)Nc2ccc3c(c2)OCCO3)c1=O
  13	7	29	7	-1	15	2	19	8	3	14
CCN(CC)C(=O)CCCc1c[nH]c2ccccc12
  -1	-5	-18	-6	9	-55	-10	-3	-5	-1	-25
Cc1cc(C(F)F)nn1CC(=O)NC1CCCCCC1
  12	2	12	-2	0	-1	8	-15	-3	3	-27
CCOc1cc(C(=O)N2CCN=C2SC)cc(OCC)c1OCC
  -1	0	-11	9	-9	-6	-1	3	12	-8	3
CCOC(=O)/C(=C\c1ccc(N2CCC(c3ccccc3)=N2)cc1)C(C)=O
  29	0	42	44	-39	-30	-11	-11	10	88*	-41
Cc1ccc(NC(=O)C2CCN(S(=O)(=O)c3cccs3)CC2)cc1
  3	-11	10	9	8	3	5	-11	-1	10	12
Cc1cccc(NC(=O)c2cccc(C(=O)Nc3cccc(C)c3)c2)c1
  -4	-1	-2	3	-3	-9	-6	-5	9	9	-10
Cc1cc(C(=O)Nc2cccc([N+](=O)[O-])c2C)cs1
  -12	-8	-8	-3	-11	-35	-3	-6	-42	3	-14
CNC(=O)Cn1nc(C)c2ccccc2c1=O
  -11	-1	4	-9	-5	-11	5	8	18	-7	17
COc1ccc(CCNS(=O)(=O)c2ccc(Cl)cc2)cc1OC
  7	-2	-3	-19	-5	-9	-1	-1	-11	2	-7
COc1ccc(CC(=O)OCC(=O)NC2CCCC(C)C2C)cc1OC (stereo unspecified)
  -9	-5	-9	10	-5	8	0	50*	-15	0	18
CC(C)(C)Cc1nnc(NC(=O)c2ccc3c(c2)OCO3)s1
  18	-10	-42	2	-85	-45	2	-12	-39	-41	-40
CC(C)(C)n1cnc2cc(NC(=O)c3ccccc3)ccc21
  0	1	-57	46	-104	-137	-9	-26	-107	5	-123
Cc1ccc(/C=N/NC(=O)c2ccco2)cc1
  44	-3	-4	44	-75	-86	nt	-19	-126	0	-61
Cc1cc(NS(=O)(=O)c2ccccc2)ccc1NS(=O)(=O)c1ccccc1
  -1	-6	14	-9	1	2	-6	6	18	2	20
Cc1cc(N2C(=O)c3ccccc3C2=O)n(C)n1
  15	-5	2	16	20	6	-5	-7	3	8	-4
O=C(N=C1SC2CS(=O)(=O)CC2N1Cc1ccccc1)C1CC1 (stereo unspecified)
  11	-6	-5	9	-11	1	-2	-8	3	-1	-9
COc1cc(C(c2c(C)n(C)n(-c3ccccc3)c2=O)c2c(C)n(C)n(-c3ccccc3)c2=O)cc(Br)c1O
  -10	-4	1	-4	14	3	7	19	-3	7	2
Cc1cccc(Cn2ncc(Cl)c(Cl)c2=O)c1
  41	1	6	54*	-8	10	12	0	30	-2	4
Cn1c(SCC(=O)NCc2ccccc2)ncc(C(=O)Nc2ccccc2)c1=O
  11	-2	6	11	2	-6	-1	-2	17	3	-2
COc1cc(C(=O)Nc2cc(C(F)(F)F)ccc2N2CCOCC2)ccc1O
  -22	-1	4	-14	-4	0	-7	-17	8	-3	-7
Cc1ccccc1NC(=O)CSc1nc(N)c(C#N)c(-c2cccs2)c1C#N
  2	-5	11	19	26	3	-2	1	12	10	10
CCCCN(CC)C(=O)C1CCCN(S(=O)(=O)c2cccc3nsnc23)C1 (stereo unspecified)
  -6	-6	-28	1	3	19	-5	17	2	7	-21
COc1cc(Br)cc2cc(C(=O)NCC3CCCO3)c(=O)oc12 (stereo unspecified)
  -5	-4	-28	-6	-1	12	-12	1	-9	-5	4
O=C(Cn1nnc2ccccc21)OCC(=O)c1ccc(F)cc1
  8	3	18	-15	-4	5	-3	12	0	3	-13
Cc1sc2ncn(-c3ccccc3)c(=O)c2c1C
  -19	0	-35	-4	-12	-6	3	-26	-11	-10	-13
O=C(Cc1cccs1)Nc1nc2ccccc2s1
  15	5	-41	-3	-61	-82	2	-16	-83	-16	-25
CCOc1ccc2nc(SCC(=O)Nc3ccc4[nH]c(=O)[nH]c4c3)[nH]c2c1
  -12	-3	-8	13	17	-8	0	12	8	8	-13
Cc1ccc(C)c(NC(=S)/C(=C(\[O-])c2ccc(OC(F)F)cc2)[n+]2ccccc2)c1
  -13	-3	11	-6	7	-7	-1	6	12	-6	18
CCOC(=O)NC(Nc1cc(C)ccn1)(C(F)(F)F)C(F)(F)F
  6	5	6	0	-52	9	-3	11	10	-8	-5
COc1ccc(NC(=O)C2CCCCN2S(=O)(=O)c2ccc(F)cc2)c(OC)c1 (stereo unspecified)
  -8	-11	-12	-3	11	-3	-3	-1	5	-5	-15
COc1ccc(OC)c(Nc2nc(-c3cccc([N+](=O)[O-])c3)nc3ccccc23)c1
  10	-4	-11	5	-5	-4	-74	10	6	8	-16
CCOc1ccc(/C=C(/C#N)c2nnc(N3CCOCC3)n2-c2ccccc2)cc1OC
  2	4	5	-6	1	-16	3	-6	6	2	7
COc1cc(OC)cc(-c2nc(-c3cccs3)no2)c1
  -47	-2	-58	-10	-52	-34	-4	-7	-6	-21	-47
O=S(=O)(CC(O)CS(=O)(=O)c1ccc(Cl)cc1)c1ccccc1 (stereo unspecified)
  1	nt	-10	-7	nt	nt	-7	14	nt	-6	0

Carrying on:
Each structure is followed by: TWEAK-Fn14 inh	NOD2 RIPK2 PPI	TROY NFkB inh	TRAIL sens C8	NCOA3 inh	NCOA1 inh	TLR9-MyD88 inh	NR2F2 inh	NR5A2 inv ag	LMP1 NFkB inh	NCOA2 inhibitor
CC(=O)Nc1ccc(S(=O)(=O)NCCC(=O)OCc2nnc(-c3ccccc3)o2)cc1
  -4	-3	17	12	-6	-17	2	0	0	-9	-22
O=S1(=O)CC(N2CCN(CCO)CC2)CN1Cc1cn(Cc2ccccc2)nn1 (stereo unspecified)
  11	4	-29	12	nt	nt	nt	8	3	nt	-9
CC(C)(C)NC(=O)Cn1c(Cl)nc2ccccc21
  5	12	4	-2	17	11	1	2	2	0	17
COc1ccc(N2C(=O)c3ccc(NC(C)=O)cc3C2=O)cc1
  -16	-6	-61	-18	-5	-27	6	-12	9	-6	5
Cc1ccc(C)c(N2C(=O)CN=C2Nc2ccccc2Cl)c1
  -8	-8	-7	-8	12	14	9	1	22	-12	-25
Cc1cccc(C(=O)NC2CCN(S(=O)(=O)c3ccc(F)cc3)CC2)c1
  -3	1	-30	4	19	-2	-9	-7	-5	5	-12
Cc1ccc(C)c(NC(=O)C(=O)NCCCN2CCOCC2)c1
  -1	9	7	-9	-1	3	-6	6	-4	9	10
Cc1ccc(NC(=O)C2C3CCCCC32)cc1[N+](=O)[O-] (stereo unspecified)
  -34	0	-32	-13	-50	-62	-14	-33	-49	-31	-32
